tim23-1 inh – inhibits growth of tim23-1 mutant yeast; inhibition, % at 20 µM; 330,000 tested, 1.3% active; AID 463212; S. cerevisiae tim23-1 growth, BacTiter-Glo luminescence, 24 h;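 active means growth inhibition of the mutant yeast at or above 50%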;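 further: temperature-sensitive mutant grown at 25 °C; plate controls were DMSO-treated mutant yeast for no effect and medium wells lacking yeast for full effect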
APJ antag – APJ receptor antagonism. P35414. CHO-K1 APJ beta-arrestin complementation, luminescence. inhibition, % at 20 µM. 330,000 tested, 0.32% active. AID 2521;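 active means inhibition above about 40% at 20 µM, limit read from the data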;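 further: cells challenged with 10 nM apelin-13 agonist together with compound; plate controls were apelin-13 plus DMSO wells for no effect and DMSO wells lacking apelin-13 for full effect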
Target sequence (P35414 whole entry, looked up): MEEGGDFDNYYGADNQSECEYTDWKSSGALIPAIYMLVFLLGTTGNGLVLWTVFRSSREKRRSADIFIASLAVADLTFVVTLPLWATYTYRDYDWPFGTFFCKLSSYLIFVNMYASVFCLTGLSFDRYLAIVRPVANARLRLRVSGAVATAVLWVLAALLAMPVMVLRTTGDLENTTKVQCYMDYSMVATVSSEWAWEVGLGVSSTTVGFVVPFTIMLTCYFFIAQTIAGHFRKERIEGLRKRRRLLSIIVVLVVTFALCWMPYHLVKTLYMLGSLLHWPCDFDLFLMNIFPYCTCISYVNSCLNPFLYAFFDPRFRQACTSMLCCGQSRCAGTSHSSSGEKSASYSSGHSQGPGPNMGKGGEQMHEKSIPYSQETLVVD
APJ ag – agonists of human APJ apelin receptor. P35414. CHO-K1 APJ PathHunter beta-arrestin, luminescence; 0% DMSO wells, 100% apelin. activation, % at 20 µM. 330,000 tested, 0.11% active. AID 2520;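 active means activation more than six SD over the plate average, tested at 20 µM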;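 further: 0% = DMSO alone and 100% = apelin-13 at 10 nM; some results filed as inactive read as strong as hits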
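Test system: CHO-K1 APJ beta-arrestin complementation cell line. Amount: cell density 1000 per well. Controls: DMSO negative, 10 nM Apelin-13 positive. Signal: luminescent beta-gal fragment complementation, chemiluminescent substrate. Read-out basis: agonist-driven arrestin binding to APJ. Timing: compound stimulation 90 min at 25 °C, detection 60 min.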
Jurkat NFkB inh – inhibitors of the PMA/ionomycin-induced NF-kB reporter in Jurkat cells. AID 435003. 330,000 tested, 0.53% active. inhibition, % at 4 µM. PMA/ionomycin-induced NF-kB luciferase reporter, luminescence; in the data active means inhibition above about 50%
Mdm2-MdmX inh – human Mdm2/MdmX binding inhibition; O15151+Q00987; SaOS-2 split-luciferase Mdm2/MdmX complementation, luminescence; inhibition, % at 8 µM; 330,000 tested, 3% active; AID 485346;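 active means inhibition of at least 50% at 8 µM in the primary screen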
XBP1 UPR activ – activators of adaptive arm of unfolded protein response (XBP1); activation, % at 20 µM; AID 463104; 330,000 tested, 0.33% active; CHO-XBP1 luciferase reporter, IRE1-XBP1 UPR activation, luminescence; percent of tunicamycin response, DMSO as zero;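 active means versus positive control, 20 µM dose yields 30% or more activation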;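 further: 100% = tunicamycin at 10 µg/mL and 0% = DMSO only wells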
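Signal: luciferase luminescence; Assay system: CHO-XBP1 luciferase reporter cells; Amount: one thousand reporter cells per well; Dosing: 20 µM single concentration, DMSO 1%; Benchmarks: high control tunicamycin 10 µg/mL final, low control DMSO vehicle only; Schedule: 6 h compound exposure at 37 °C, 5% CO2; Evaluation: percent activation relative to tunicamycin reference.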
697 NFkB inh – inhibitors of the PMA/ionomycin-induced NF-kB reporter in 697 B cells; 697 B-cell NF-kB luciferase reporter, 16 h; inhibition, % at 4 µM; 330,000 tested, 0.33% active; AID 435022; in the data active means inhibition above about 35%
UPR CHOP act – activators of apoptotic arm of unfolded protein response (CHOP). AID 449763. activation, % at 10 µM. CHO-CHOP luciferase reporter, UPR activation, luminescence; percent of tunicamycin response over DMSO baseline. 330,000 tested, 0.34% active;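 active means at 10 µM dose, activation of 40% or more, normalized to positive control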;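 further: 100% = tunicamycin at 10 µg/mL and 0% = DMSO alone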
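Dosing – one dose, 10 µM in 0.5% DMSO · System – CHO-CHOP cells, stable luciferase reporter of PERK-eIF2a-CHOP signalling · Input – 500 cells/well · Control set – tunicamycin 10 µg/mL final as positive, DMSO-only wells as negative · Timing – 6 h compound treatment, 37 °C · Measure – % activation vs tunicamycin · Technique – luminescence read with Steady-Glo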
An asterisk follows results filed as active.

| SMILES | tim23-1 inh | APJ antag | APJ ag | Jurkat NFkB inh | Mdm2-MdmX inh | XBP1 UPR activ | 697 NFkB inh | UPR CHOP act |
| --- | --- | --- | --- | --- | --- | --- | --- | --- |
| Cc1cccn2c(=O)c(/C=C(\C#N)C(=O)NCc3ccccc3)c(N3CCC(C(N)=O)CC3)nc12 | -3 | 41* | 0 | 0 | 64* | 4 | 5 | 1.3 |
| CCOC(=O)C1(Cc2ccccc2C)CCCN(Cc2cc(OC)c(O)c(OC)c2)C1 (stereo not given) | 16 | -3 | -1 | 11 | 21 | 1 | 1 | -0.1 |
| CCOc1ccc(N2CC(C(=O)Nc3ccccn3)CC2=O)cc1 (stereo not given) | 22 | -4 | 0 | 14 | 19 | 1 | 12 | 0.5 |
| CC(C)CCN(C(=O)c1cc(=O)[nH]c2ccccc12)c1c(N)n(Cc2ccccc2)c(=O)[nH]c1=O | 3 | 1 | -3 | 11 | 13 | -3 | 19 | -1.2 |
| CC(C)c1ccc(CN2CCN(C(=O)CSc3nnnn3C3CC3)CC2)cc1 | 12 | 22 | -3 | 41 | 4 | -2 | -12 | 0.0 |
| c1nnc(NC2=NCCCCC2)s1 | -3 | 10 | -6 | -10 | -3 | -1 | 9 | 1.3 |
| Cc1nn(-c2ccccc2)c(Cl)c1/C=N/NC(N)=O | 8 | 0 | 3 | -11 | 25 | 7 | -13 | 3.1 |
| COc1ccc(/C=C2\C(=N)N3N=C(CC(=O)N4CCCCC4)SC3=NC2=O)cc1 | 3 | 22 | 0 | 3 | 17 | -2 | 14 | 1.2 |
| S=c1[nH]nc(-c2ccncc2)n1CC1CCCO1 (stereo not given) | 5 | -10 | -2 | 8 | -18 | -2 | 10 | -1.9 |
| CCOC(=O)C1=C(N)Oc2ccc3ccccc3c2C1c1ccc(O)cc1 (stereo not given) | 35 | -5 | -4 | -8 | 25 | -2 | -1 | -2.1 |
| CON(C)S(=O)(=O)c1cccc(C(=O)Oc2ccc(N(C)S(=O)(=O)c3ccccc3)cc2)c1 | 24 | 6 | -1 | -4 | -1 | -3 | 13 | -0.1 |
| CSc1nnc(-c2sc3cc(C(F)(F)F)cnc3c2-c2cccnc2)n1C | -4 | -8 | -2 | -13 | 16 | -3 | 9 | -1.8 |
| Cc1nc2ccc(S(=O)(=O)NCC(=O)N3CCc4ccccc4C3)cc2s1 | 20 | 11 | -1 | 8 | 25 | 3 | 14 | -2.7 |
| COc1ccc(CNc2nc3c(c(=O)[nH]c(=O)n3C)n2CCCc2ccccc2)cc1 | 9 | 7 | -3 | -3 | 21 | -3 | 25 | -0.3 |
| CC(C)(C)NC(=O)C(c1ccc(Cl)cc1)N(CCO)C(=O)c1snc(C(N)=O)c1N (stereo not given) | 15 | -4 | 0 | -3 | 14 | -3 | 11 | 0.2 |
| CCC(C)c1ccc(NC(=O)COC(=O)C2=COCCO2)cc1 (stereo not given) | 33 | 5 | 1 | -6 | -13 | 1 | -3 | 1.4 |
| CCCCn1c(Nc2ccccc2)nc2ccccc21 | 6 | 13 | 0 | -13 | 19 | 0 | 16 | 0.3 |
| NC(=O)c1ccccc1NC(=O)CCN1C(=O)c2ccccc2C1=O | -8 | -13 | -3 | 1 | 7 | 3 | -14 | 0.8 |
| Oc1ccccc1CNCCCNCc1ccccc1O | -2 | -10 | -8 | -13 | 47 | -1 | -5 | 0.1 |
| Cc1cc(NS(=O)(=O)c2ccc(NC(=O)Nc3ccccc3)cc2)no1 | -1 | -2 | 1 | 1 | -46 | 2 | -1 | -2.2 |
| CCCn1c(SCC(=O)NCCc2ccccc2)nnc1C(C)C | -4 | 2 | -3 | 3 | 2 | -2 | 19 | 0.0 |
| Cc1cccc(NC(=O)CN2NS(=O)(=O)c3ccccc3C2=O)c1 | 4 | 8 | -3 | -12 | 10 | 3 | 2 | -0.1 |
| COc1cccc(/C=N/NC(=O)CCNc2n[nH]c(=O)[nH]c2=O)c1OC | 2 | 22 | -4 | -3 | -14 | -2 | 8 | 3.7 |
| Cc1cc(C)n(-c2ccc(C(=O)OCC(=O)NCc3ccc(Cl)cc3)cc2)n1 | -20 | -15 | -1 | -15 | -5 | -1 | 1 | -0.2 |
| CCN(CCCNC(=O)CCNC(=O)Cn1cnc2ccccc2c1=O)c1cccc(C)c1 | 8 | -5 | -2 | -12 | 1 | -1 | 13 | -0.3 |

| SMILES | tim23-1 inh | APJ antag | APJ ag | Jurkat NFkB inh | Mdm2-MdmX inh | XBP1 UPR activ | 697 NFkB inh | UPR CHOP act |
| --- | --- | --- | --- | --- | --- | --- | --- | --- |
| COC(=O)CCS(=O)(=O)c1ccc(Cl)cc1 | 1 | 1 | 2 | -5 | 0 | -2 | -13 | -0.5 |
| Cc1ccccc1C(=O)NNc1ccc([N+](=O)[O-])cc1 | 7 | 15 | -2 | -2 | -1 | -2 | 9 | 1.5 |
| O=C(N/C(=C/c1cccnc1)C(=O)N1CCOCC1)c1ccccc1F | 9 | 13 | 0 | 2 | 10 | 3 | -5 | -1.7 |
| CC(=O)Nc1nnc(SCC(=O)c2ccc3c(c2)Cc2ccccc2-3)s1 | -18 | -14 | -1 | 7 | 38 | 0 | -25 | 22 |
| CN1C(=O)CC2(CC(=O)N(Cc3ccccc3)C2)C1=O (stereo not given) | -8 | -4 | 0 | -16 | -29 | -1 | -48 | -1.1 |
| COc1ccccc1/C=C/C(=O)NC(=S)NC(C)C | 59* | -23 | 2 | 4 | 28 | -1 | -5 | 1.8 |
| Cc1ccc(C)c(C(=O)COC(=O)c2ccc(C)c(S(=O)(=O)N3CCOCC3)c2)c1 | 26 | -3 | 1 | -17 | 19 | -2 | 8 | -1.1 |
| O=C(O)C[C@]1(C(=O)Nc2ccc(F)cc2)CC(/C=C/c2ccccc2)=NO1 | 6 | -8 | -4 | -6 | 13 | 3 | 8 | 0.3 |
| O=C(CCc1nc2ccccc2[nH]1)Nc1ccccc1 | 23 | 13 | -7 | 4 | -3 | -1 | 16 | -1.6 |
| O=[N+]([O-])c1ccc(Nc2c3ccccc3nc3ccccc23)cc1 | 73* | 23 | -6 | -6 | 20 | 0 | -4 | -1.0 |
| COc1ccc(NC(=O)C(=O)NCC(c2ccco2)N2CCc3ccccc3C2)cc1OC (stereo not given) | 13 | -16 | 7 | 5 | 20 | -4 | 1 | 1.5 |
| Cc1cc(NC(=O)CSc2nccn2C)no1 | 16 | -16 | -4 | -6 | -36 | 0 | -10 | -0.3 |
| CCO/N=C(\N)c1[nH]ncc1Br | 9 | -1 | 2 | 9 | -2 | -1 | 10 | 0.4 |
| COC(=O)COc1ccc(S(=O)(=O)NCc2ccco2)cc1 | 3 | 2 | -3 | 19 | 11 | 0 | -22 | 0.8 |
| CC[C@H](C)[C@H](NC(N)=O)C(=O)NNC(=O)c1ccc(COc2cccc3cccnc23)cc1 | -3 | 7 | -3 | -6 | -18 | -4 | 7 | -1.9 |
| CC(=O)NC(CC(=O)OCC(=O)c1c(N)n(C)c(=O)n(C)c1=O)c1ccccc1 (stereo not given) | 6 | 3 | -2 | -6 | -14 | -4 | 9 | -0.5 |
| Cc1ccc(Cl)cc1N1CCN(Cc2nc3c(c(=O)[nH]c(=O)n3C)n2Cc2ccccc2F)CC1 | 36 | 19 | -1 | 9 | 51* | 4 | 4 | 2.4 |
| CN(C)C(=S)N=Nc1[nH]c2ccccc2c1O | 6 | 12 | -3 | -54 | 31 | 7 | -61 | 466* |
| Cc1ccc(N2C(=O)CN(Cc3sccc3C)C2=S)cc1C | 24 | -3 | -2 | 3 | 23 | -4 | -31 | 1.2 |
| Oc1ccc(Br)cc1CNc1ccccn1 | 27 | 3 | -5 | -10 | -24 | 2 | -17 | 2.7 |
| Cc1ccc(C)c(S(=O)(=O)NNC(=O)c2sc(NS(=O)(=O)c3ccccc3)nc2C)c1 | -12 | 2 | -1 | -4 | -11 | -9 | -25 | -0.7 |
| CNc1nc2sc3c(c2c(=O)n1C)CC(C)(C)SC3 | 8 | 1 | 1 | -33 | 21 | 5 | -80 | -2.6 |
| CC(C)Cn1c2c(c(=O)[nH]c1=O)C(NS(=O)(=O)c1ccc(Cl)cc1)(C(F)(F)F)C(=O)N2 (stereo not given) | 22 | -1 | -6 | -7 | -12 | 0 | 6 | 0.6 |
| COc1ccc(Cn2c(=O)[nH]c3cc(C(=O)NCCCN4CCCC4)ccc3c2=O)cc1 | -7 | -3 | -3 | -9 | 14 | -1 | -12 | 0.7 |
| CCn1c(SCC(=O)NC(=O)NC(C)(C)C)nc2ccccc21 | 18 | 14 | 1 | -14 | 7 | -2 | -34 | 0.5 |

| SMILES | tim23-1 inh | APJ antag | APJ ag | Jurkat NFkB inh | Mdm2-MdmX inh | XBP1 UPR activ | 697 NFkB inh | UPR CHOP act |
| --- | --- | --- | --- | --- | --- | --- | --- | --- |
| Cc1ccc(COc2ccc(Br)cc2/C=N/O)cc1 | 34 | -2 | -2 | -102 | -126 | 3 | -160 | 5.2 |
| CC(C)CN(C(=O)CN1CCN(c2ccccc2O)CC1)c1c(N)n(CC(C)C)c(=O)[nH]c1=O | 1 | -16 | -2 | 6 | 7 | -5 | -1 | -1.0 |
| COc1ccc2nc(SCCN(C)C)[nH]c2c1 | 8 | -19 | -3 | -6 | -15 | 1 | 5 | 2.3 |
| O=C(CSc1n[nH]c(-c2cccs2)n1)N1CCCCC1 | 0 | -8 | -6 | -1 | -10 | -2 | 3 | 1.8 |
| NNC(=S)Nc1ccccc1Cl | 25 | 3 | 0 | -78 | 6 | 1 | -8 | 1.3 |
| CC(=O)c1cn(CCOc2ccccc2C)c2ccccc12 | 47 | -7 | 1 | 40 | 11 | -2 | 25 | 5.1 |
| CCOC(=O)c1cnn(-c2nc(-c3ccccc3)cs2)c1C(F)(F)F | 35 | -3 | -3 | 18 | 0 | 0 | 2 | 0.9 |
| Cc1ccc(C)c(N2CCN(C(=O)C3CCCCN3S(=O)(=O)c3ccc(F)cc3)CC2)c1 (stereo not given) | 16 | -19 | -6 | -17 | 16 | -2 | -11 | -2.0 |
| O=C(NCCc1nc2ccccc2[nH]1)c1ccco1 | 2 | 7 | 5 | 2 | 4 | -4 | 19 | -2.4 |
| Cc1ccc(CNC(=O)/C=C/c2cccs2)cc1 | 4 | 7 | -2 | -23 | -28 | 1 | -23 | 3.6 |
| Cc1[nH]c2ccccc2c1C1(O)C(=O)N(Cc2ccc3c(c2)OCO3)c2ccccc21 (stereo not given) | 26 | 8 | 0 | 6 | 25 | 10 | 32 | -1.9 |
| COc1cc2c(cc1OC)C(c1ccc([N+](=O)[O-])cc1)NCC2 (stereo not given) | 3 | -16 | -1 | 6 | 20 | -2 | 1 | -0.4 |
| COc1ccc(F)cc1CN1CCN(C(=O)CCC(=O)Nc2nnc(C3CCCCC3)s2)CC1 | 7 | 17 | 2 | 17 | 6 | -7 | -21 | -1.7 |
| NC(=O)c1ccc(NC(=O)COC(=O)CNC(=O)c2sc3ccccc3c2Cl)cc1 | -3 | -2 | -1 | -13 | 2 | -1 | 10 | -0.1 |

Full records from above:
Record of Cc1ccc(COc2ccc(Br)cc2/C=N/O)cc1 → tim23-1 inh: 34; APJ antag: -2; APJ ag: -2; Jurkat NFkB inh: -102; Mdm2-MdmX inh: -126; XBP1 UPR activ: 3; 697 NFkB inh: -160; UPR CHOP act: 5.2
Record of Cc1ccc(C)c(N2CCN(C(=O)C3CCCCN3S(=O)(=O)c3ccc(F)cc3)CC2)c1 (stereo not given) → tim23-1 inh: 16; APJ antag: -19; APJ ag: -6; Jurkat NFkB inh: -17; Mdm2-MdmX inh: 16; XBP1 UPR activ: -2; 697 NFkB inh: -11; UPR CHOP act: -2.0

From PubChem BioAssay
